# TNAP activation fold: human TNAP enzyme activators, primary screen, biochemical, luminescent, no phosphate acceptor, uHTS (AID 1001) | purified TNAP, luminescent activation assay, no phosphate acceptor; higher activation fold means a stronger effect | one-dose activation fold at 20 µM; EC50 in µM for titrated hits | 200,000 compounds, 0.03% hits; in the data active = activation fold from about 3, or a potency from the dose series; inactive = the rest, 99 in 100 with activation fold below about 1.6; note: many of its hits are not listed in these tables
# Ins promoter up: insulin promoter activators in MIN6 cells, imaging, high-content screening, mouse beta cells | AID 1625, 2009 | 190,000 compounds, 0.3% hits | z-score at 5 µM | MIN6 insulin promoter-GFP reporter; active compounds read high;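 active = z-score above 3 at 5 µM with at least 500 cells counted in the well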
# Autophagy HCS: autophagy modulators in MEF cells, primary screen, imaging, high-content, MEF GFP-LC3. MEF GFP-LC3 puncta imaging; test concentration mostly 10 µM. calls only at 10 µM (by protocol). 190,000 compounds, 0.98% hits. AID 463193, 2010;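 active = percentage of spot-positive cells more than 3 SD above its plate mean, without a fluorescence outlier flag or 80% toxicity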;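 note: spot-positive cell cutoff set from DMSO-treated cells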
# T cell HTS: modulators of CD8 T cell-vesicle binding, primary screen, mouse 2C CD8+ T cells, flow cytometry; calls only at 7 µM; 330,000 compounds, 0.068% hits; 2C CD8+ T cell-vesicle binding; active compounds read low;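 active = response, share of CD8 T cells binding vesicles, and their 90th percentile fluorescence all below set limits, cut at about 80% in these data, passing the limit was not always enough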
#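 Benchmarks: naked versus QL9-loaded vesicles / Assay system: purified 2C TCR transgenic mouse naive CD8+ T cells / Technique: high-throughput flow cytometry with anti-B7-1 and anti-CD8 staining / Timing: Cell–vesicle co-incubation 1.5 h at 37 °C, staining 20 min on ice / Read-out: percent CD8+ FL2 mean versus row control / Probe or stimulus: QL9-loaded Drosophila micro-vesicles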
# human PMI inhibitors: human PMI inhibitors, high substrate, primary screen, biochemical, fluorescence intensity, high mannose 6-phosphate (AID 1220); 190,000 compounds, 0.66% hits; Mannose-6-phosphate isomerase (Homo sapiens); inhibition, % at 20 µM; hits with a dose series show IC50 in µM; recombinant PMI enzyme, coupled fluorescence intensity; higher % means a stronger effect
# MT stabilizer: microtubule stabilizers in HeLa cells, primary screen, imaging, high-content imaging. HeLa tubulin immunostaining HCS, 24 h; share of cells brighter than vehicle mean+2SD. % tubulin-high responders, % at 10 µM. 200,000 compounds, 0.83% hits;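 active = plate Z-score above 3 for both tubulin-high and condensed-nucleus cell shares, with cell loss under 80%, at 10 µM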;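 note: anti alpha tubulin signal scored within the nucleus-defined area of each cell; some results filed as inactive read as strong as hits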
# Hep lipid drop: inhibitors of hepatocyte lipid droplet formation, primary screen, imaging, high-throughput imaging, BODIPY stain; inhibition, % at 6.5 µM; AID 1656, 2009; AML12 mouse hepatocytes, oleate lipid droplets; 240,000 compounds, 0.4% hits;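 active = lipid droplet intensity inhibited by at least 50%, with more than 500 cells counted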
#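 Technique: fluorescence imaging, 20x objective, two fields per well / Assay system: AML12 hepatocytes (mouse) / Measure: % inhibition of lipid droplet signal / Doses: 6.5 µM single-point dosing / Incubation: overnight exposure / Reagent: 100 µM oleic acid challenge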
# b-catenin transl: modulators of beta-catenin nuclear translocation, primary screen, imaging, HeLa cells, immunofluorescence, high-content | nuclear translocation activity, % at 5 µM | 190,000 compounds, 0.3% hits | AID 1665, 2009;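 active = nuclear translocation activity above 50% at 5 µM, with a well cell count of 50 or more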;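 note: per-cell ratio of nuclear to cytoplasmic median beta-catenin stain intensity; plate controls were DMSO negative control for no effect and GSK-3 inhibitor IX positive control for full effect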
#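 Test system: human HeLa cells, native beta-catenin. Compound dosing: 5 µM primary single dose, 0.1% DMSO, 0.02–20 µM confirmation series. Incubation: compound exposure 24 h at 37°C. Detection: beta-catenin immunostaining with DAPI counterstain, 20x imaging, 6 fields/well. Read-out basis: Nuclear/cytoplasmic beta-catenin signal ratio, % activation.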
# human PMI inhibition: inhibitors of human PMI, primary screen, biochemical, fluorescence intensity, coupled assay (AID 1209); Mannose-6-phosphate isomerase (Homo sapiens); purified PMI enzyme, coupled fluorescence intensity; higher % means a stronger effect; inhibition, % at 20 µM; hits with a dose series show IC50 in µM; 190,000 compounds, 0.42% hits;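 note: plate controls were DMSO vehicle for no effect and wells lacking substrate for full effect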
# Ins promoter up cell count: further read-out of Ins promoter up, marked with its call; cell count; measured here: cytotoxicity, nuclei count;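 total cells summed across four imaged fields per well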
# Hep lipid drop cells 6.5 µM: recorded beside Hep lipid drop, whose call it bears; cell count; measured here: cell count, cytotoxicity flag;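 cells counted across two imaged fields per well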
# b-catenin transl cell count 5 µM: recorded beside b-catenin transl, whose call it bears; cell count; measured here: cell count, cytotoxicity flag
# T cell HTS vesicle-bound %: further read-out of T cell HTS, marked with its call; double positive events, %; measured here: CD8+ vesicle-bound cell fraction;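 binding gate set so that unloaded-vesicle control wells show 10% double positive cells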
# MT stabilizer Hoechst-high %: recorded beside MT stabilizer, whose call it bears; % Hoechst-high responders; measured here: nuclear condensation Hoechst responders;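 share of cells brighter than vehicle mean plus two SD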
# MT stabilizer cytotoxicity %: recorded beside MT stabilizer, whose call it bears; toxicity, %; measured here: cytotoxicity by cell density;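 0% = mean cell density of plate MIN control wells and 100% = no cells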
# Autophagy HCS cell loss 18 h: second read-out of Autophagy HCS, no call of its own (marks repeat the call); toxicity, %; measured here: cell loss, nuclei count;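 cell loss after 18 h compound exposure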
# Starred values were filed as active, the others as inactive; i = inactive; . = not tested or not shown. Cut-off read from the data, not from the text of the source, unless noted: active = inhibition above about 50%; inactive = the rest.
SMILES,TNAP activation fold,Ins promoter up,Ins promoter up cell count,Autophagy HCS,Autophagy HCS cell loss 18 h,T cell HTS,T cell HTS vesicle-bound %,human PMI inhibitors,MT stabilizer,MT stabilizer Hoechst-high %,MT stabilizer cytotoxicity %,Hep lipid drop,Hep lipid drop cells 6.5 µM,b-catenin transl,b-catenin transl cell count 5 µM,human PMI inhibition
Nc1cc(S(=O)(=O)Nc2cc(Cl)ccc2Cl)ccc1N1CCCC1,.,-0.05,1016,.,.,i,44,.,.,.,.,-24,662,1.6,1296,.
COc1ccc(/C=C/C(=O)OCC(=O)Nc2cccc(Oc3ccccc3)c2)c(OC)c1,1.1,0.8,1328,i,25,i,17,5%,1.5,4.3,2.4,4,685,.,.,6%
O=C(CSc1nnc(COc2ccccc2)o1)N1CCOCC1,1.1,0.18,1092,i,-8,i,43,-12%,1.2,4.0,5.0,-2,699,0.9,996,-7%
COc1ccc2[nH]c(=O)c(C(c3nnnn3C3CCCCC3)N3CCN(C)CC3)cc2c1 (stereo not given),1,0.1,1180,i,18,i,58,-1%,3.0,1.2,2.6,0,751,-1.6,1217,4%
CNS(=O)(=O)c1ccc(C)cc1,1.1,1.4,872,i,34,i,57,8%,2.2,1.3,7.8,.,.,.,.,11%
Cc1ccc(-n2c(CSc3nc(C)cc(C)n3)n[nH]c2=S)cc1,1,-0.43,1477,i,-5,i,26,-3%,1.8,1.9,2.8,-1,661,0.3,953,4%
Cc1ccc(C(=O)Nc2ccc(Br)cc2)cc1S(=O)(=O)Nc1ccccn1,1,0.02,1527,i,3,i,9,4%,3.0,1.8,7.2,-1,627,1.2,966,0%
NS(=O)(=O)c1ccc(CCNC(=O)C2Cc3ccccc3CN2C(=O)c2ccco2)cc1 (stereo not given),1.2,.,.,i,-2,i,40,-4%,2.0,1.8,4.8,16,777,.,.,4%
O=C(Nc1ccc(N2CCOCC2)cc1)C1CC(=O)N(c2ccc(F)cc2)C1 (stereo not given),1.1,0.58,1481,i,-4,i,33,.,1.8,1.1,8.2,0,717,-0.2,1512,.
CCCCOc1ccc(S(=O)(=O)NCc2csc(C)n2)cc1,1.1,0.67,1161,i,14,i,25,5%,3.0,2.6,6.6,4,661,-0.6,1054,6%
CCOC(=O)N1CCc2c(sc3nc4n(c(=O)c23)N=C(C)CS4)C1,1.1,-0.45,1191,i,6,i,6,-5%,5.4,2.0,12,.,.,0.0,826,-1%
CCOCCOCN(C#N)c1nc(OC)nc(N(C)C)n1,1.1,0.1,1326,i,-4,i,31,12%,3.2,2.4,4.9,-7,731,0.1,1025,13%
Cc1occc1C(=O)N1CCN(c2ccccc2)CC1,1,-0.01,1285,i,7,i,42,-10%,3.9,3.8,1.1,-5,667,.,.,-6%
Cc1ccc(-c2nc(C3CCN(S(C)(=O)=O)CC3)no2)cc1,1.1,-0.28,1323,i,-17,i,49,-1%,2.5,3.4,9.1,.,.,-0.3,797,-5%
CC(=O)c1cccc(NC(=O)COC(=O)COc2c(Cl)cc(Cl)c3ccc(C)nc23)c1,1.1,0.82,1714,i,4,i,43,11%,6.4,2.9,2.5,-6,532,-0.7,1051,14%
COc1cccc2sc(Nc3nnc(-c4ccc(F)cc4)o3)nc12,1.2,.,.,i,12,i,31,-2%,9.2,1.4,2.2,-12,619,-0.2,1047,5%
Cc1ccc(OCC(=O)N/N=C\c2cn(C)c3ccccc23)c([N+](=O)[O-])c1,1.1,-0.32,1489,i,11,i,30,14%,7.6,2.7,2.2,.,.,-0.9,1334,12%
O=C(Nc1ccc(Oc2c(F)c(F)c(F)c(F)c2F)cc1)OC1CCN2Cc3ccccc3N=C12 (stereo not given),.,-0.35,876,.,.,i,44,.,.,.,.,-6,574,-1.8,1393,.
O=c1c2cc3c(cc2[nH]c(=S)n1CCN1CCOCC1)OCO3,1.1,-0.34,1578,i,-1,i,55,2%,1.6,1.6,7.9,.,.,0.0,1305,-11%
CCn1c(=O)n(Cc2ccco2)c(=N)c2c3c(sc21)COC(C)(C)C3,1,-0.21,1352,i,0,i,6,7%,1.4,2.0,12,.,.,1.1,1321,5%

# One compound at a time, as listed above. Order of values: TNAP activation fold, Ins promoter up, Ins promoter up cell count, Autophagy HCS, Autophagy HCS cell loss 18 h, T cell HTS, T cell HTS vesicle-bound %, human PMI inhibitors, MT stabilizer, MT stabilizer Hoechst-high %, MT stabilizer cytotoxicity %, Hep lipid drop, Hep lipid drop cells 6.5 µM, b-catenin transl, b-catenin transl cell count 5 µM, human PMI inhibition
# Cc1ccc(-c2nc(C3CCN(S(C)(=O)=O)CC3)no2)cc1 reads 1.1, -0.28, 1323, i, -17, i, 49, -1%, 2.5, 3.4, 9.1, ., ., -0.3, 797, -5%
# Cc1occc1C(=O)N1CCN(c2ccccc2)CC1 reads 1, -0.01, 1285, i, 7, i, 42, -10%, 3.9, 3.8, 1.1, -5, 667, ., ., -6%

# The results go on:
SMILES,TNAP activation fold,Ins promoter up,Ins promoter up cell count,Autophagy HCS,Autophagy HCS cell loss 18 h,T cell HTS,T cell HTS vesicle-bound %,human PMI inhibitors,MT stabilizer,MT stabilizer Hoechst-high %,MT stabilizer cytotoxicity %,Hep lipid drop,Hep lipid drop cells 6.5 µM,b-catenin transl,b-catenin transl cell count 5 µM,human PMI inhibition
Nc1c(C(=O)c2ccc(Cl)cc2)sc2c1c(=O)[nH]c(=O)n2-c1ccccc1,1,-0.82,1301,i,10,i,42,-2%,5.7,1.2,10,-3,693,-0.6,1095,2%
CCc1nc2ccccc2c(C(=O)OC2CCOC2=O)c1C (stereo not given),1.1,0.07,903,i,18,i,32,0%,2.4,2.6,0.5,.,.,-0.1,1108,-6%
O=C(NCC1CCCO1)c1sc2ccccc2c1Cl (stereo not given),1,-0.15,1467,i,8,i,68,11%,4.1,1.7,3.9,-8,664,0.6,1005,8%
Cc1occc1C(=O)NNC(=S)Nc1ccccc1,1.9,0.25,1739,i,21,i,38,6%,2.7,1.3,2.6,0,586,-0.5,1011,10%
O=C(CSc1ccc2c(c1)OCCO2)NCC1CCCO1 (stereo not given),1.2,1.5,936,i,12,i,22,12%,2.2,1.5,10,.,.,-1.5,1138,12%
CCc1ccccc1OCC(=O)NC1CCCC1,1.1,-1.3,1371,i,6,.,.,2%,2.8,2.5,7.0,15,738,0.3,1071,4%
COc1ccc(C2C(C(=O)OCC(=O)N3CCCCC3)CCC(=O)N2c2ccc(OC)cc2)cc1 (stereo not given),1,0.36,1194,i,8,i,49,-2%,4.5,1.6,1.8,.,.,-0.1,704,2%
O=C(O)C1Cc2ccccc2CN1S(=O)(=O)c1ccc2ccccc2c1 (stereo not given),1.1,0.25,923,i,-2,i,22,-13%,3.3,1.7,5.3,4,749,1.0,1113,-3%
Clc1ccc(SCc2cn3cccnc3n2)cc1,1.1,-0.73,1471,i,3,i,46,0%,2.5,1.0,0.9,.,.,-1.9,955,-2%
O=S(=O)(NCC1CCCO1)c1ccc(S(=O)(=O)N2CCc3ccccc3C2)cc1 (stereo not given),1.1,-0.4,1902,i,-9,i,28,18%,4.8,11,97,-4,676,-2.6,1136,14%
CCC(=O)Nc1nnc(SCC(=O)NCCc2ccc(OC)c(OC)c2)s1,1.2,0.23,1548,i,5,i,30,-1%,3.9,2.0,11,19,660,-6.0,1143,-2%
CN1C(C(=O)NCc2ccccc2)CC2Cn3c(nc4cc5ccccc5cc43)C21 (stereo not given),.,-0.27,1007,.,.,i,4,.,.,.,.,15,742,1.3,1324,.
CNC(=S)NNC(=O)c1sccc1C,1,-0.53,1348,i,9,i,16,5%,6.1,1.7,5.0,8,706,0.7,993,13%
COC(=O)c1ccncc1C(=O)Nc1ccc(OC)cc1,1.1,0.75,1150,i,-11,i,64,2%,3.9,2.9,5.2,-7,686,2.5,1082,-2%
COc1ccccc1NS(=O)(=O)c1ccc(Cl)c(NC(=O)CN2C(=O)c3ccccc3C2=O)c1,1.1,-0.83,1417,i,6,i,58,6%,2.0,1.3,5.3,-8,419,-2.4,1156,14%
Oc1ccc(Br)cc1C=Nc1ccc2c3c(cccc13)CC2,1,0.16,1185,i,-13,i,5,67%*,4.3,2.5,4.8,-10,571,1.8,468,38%
CCOC(=O)C(C(=O)OCC)N(C#N)c1nc(N(C)C)nc(N(C)C)n1,1.1,-0.24,1432,i,-3,i,24,-3%,3.2,2.1,13,-7,635,0.5,1471,1%
COc1ccccc1OCCC(=O)Nc1cccc(S(=O)(=O)N2CCCCC2)c1,1.1,0.57,1253,i,3,i,25,-4%,2.9,2.8,9.1,-14,650,-1.5,545,-3%
Cc1ccc(-c2nc3ccccc3c(=O)n2-c2c(C)n(C)n(-c3ccccc3)c2=O)cc1,.,-0.05,1057,.,.,i,5,.,.,.,.,0,732,-0.1,1246,.
Cc1ccc([N+](=O)[O-])c2c1C(N1CCCCC1)C(C)(C)O2 (stereo not given),1.2,-1.1,1046,i,-4,i,62,-4%,2.4,2.1,5.7,6,714,-2.5,1123,-5%
O=S(=O)(Nc1ccc(S(=O)(=O)N2CCOCC2)cc1)c1ccccc1,1,-0.01,1539,i,-3,i,46,2%,2.4,3.0,16,.,.,2.2,1301,0%
O=C(Nc1ccccc1)c1cc2ccc3ccccc3c2s1,.,-0.52,1080,.,.,i,21,.,.,.,.,-22,685,1.9,1302,.
CCOC(=O)c1sc(-c2ccccc2)cc1NC(=O)Nc1ccccc1,1,-0.24,1372,i,7,i,46,-3%,3.3,1.6,0.9,-5,679,-1.2,1069,13%
O=S(=O)(c1ccccc1)c1nc(-c2ccccc2)oc1N1CCCC1,1.2,0.04,1638,i,13,i,21,-1%,1.9,1.0,3.0,9,701,4.6,930,-5%
CCOC(=O)c1c(C)nc2c3ccccc3ccn12,1.1,-0.01,1458,i,3,i,7,12%,4.6,1.9,0.3,0,707,.,.,12%
